TAAR1 agonist = human TAAR1 agonism; Q96RJ0; CHO RD-HGA16 TAAR1, Fluo-8 calcium fluorescence; vehicle wells 0%, saturating PEA agonist 100%; activation, % at 3 µM; hit rate 0.99% among 360,000; AID 624467;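 active = activation above the mean activation of all test compounds in the run plus 3 SD, cut at about 38% in these data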
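Assay system: CHO-derived RD-HGA16 cells with stable Gα16 and human TAAR1; timing: 17-24 h seeding, 75 min 37 °C dye, 30 min RT; read-out: % activation from peak over basal fluorescence ratio, DMSO-to-PEA scaled; measured by: kinetic Fluo-8 calcium fluorescence; benchmarks: low control DMSO, high control PEA (EC100); doses: 3 µM single concentration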
M5 antag = antagonists of human muscarinic M5 receptor (CHRM5); P08912; CHO-hM5 cells, Fluo-8 calcium fluorescence, ACh EC80; inhibition, % at 3 µM; hit rate 0.59% among 360,000; AID 624040;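 active = inhibition above a per-plate cutoff, the mean of that plate's test compounds plus 3 SD, cut at about 27% in these data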;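 also: 0% = acetylcholine EC80 with DMSO and 100% = DMSO without agonist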
Target sequence (P08912 whole entry, looked up): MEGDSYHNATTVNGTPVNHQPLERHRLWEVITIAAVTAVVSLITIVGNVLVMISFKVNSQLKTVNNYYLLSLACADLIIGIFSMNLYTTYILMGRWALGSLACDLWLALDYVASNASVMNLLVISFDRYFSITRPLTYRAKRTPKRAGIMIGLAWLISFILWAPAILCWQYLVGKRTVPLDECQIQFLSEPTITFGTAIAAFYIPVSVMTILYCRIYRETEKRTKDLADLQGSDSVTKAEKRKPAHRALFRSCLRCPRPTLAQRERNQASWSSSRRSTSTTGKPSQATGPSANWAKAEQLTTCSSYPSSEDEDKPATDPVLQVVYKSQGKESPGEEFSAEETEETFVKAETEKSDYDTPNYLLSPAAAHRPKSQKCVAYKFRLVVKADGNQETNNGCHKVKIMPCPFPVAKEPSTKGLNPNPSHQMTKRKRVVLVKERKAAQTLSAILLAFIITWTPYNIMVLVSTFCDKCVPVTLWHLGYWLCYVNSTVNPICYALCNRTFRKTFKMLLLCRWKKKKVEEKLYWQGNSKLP
CHRM4 antagonist = blocks acetylcholine activation of human M4 receptor. P08173. CHO-hM4 cells, ACh EC80, Fluo-8 calcium fluorescence. inhibition, % at 3 µM. hit rate 0.73% among 360,000. AID 624125;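 active = inhibition above its plate's cutoff, the mean inhibition of sample wells plus 3 SD, cut at about 27% in these data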;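 also: 0% = acetylcholine EC80 with DMSO and 100% = DMSO without agonist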
Target sequence (P08173 whole entry, looked up): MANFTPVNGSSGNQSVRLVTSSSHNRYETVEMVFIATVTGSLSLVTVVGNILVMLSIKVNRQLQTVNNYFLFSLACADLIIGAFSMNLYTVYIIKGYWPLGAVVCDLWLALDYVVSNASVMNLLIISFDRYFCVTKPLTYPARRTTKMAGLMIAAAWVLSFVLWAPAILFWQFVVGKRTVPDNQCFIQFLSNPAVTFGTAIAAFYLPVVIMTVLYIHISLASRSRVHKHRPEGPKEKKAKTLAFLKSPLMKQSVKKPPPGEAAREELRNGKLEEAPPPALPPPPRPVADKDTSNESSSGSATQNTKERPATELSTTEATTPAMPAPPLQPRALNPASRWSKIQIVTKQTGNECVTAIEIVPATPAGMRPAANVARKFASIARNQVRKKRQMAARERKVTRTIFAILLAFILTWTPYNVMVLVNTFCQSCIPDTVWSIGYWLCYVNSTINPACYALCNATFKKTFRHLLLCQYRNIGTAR
CHRM1 PAM = human CHRM1 positive allosteric modulation; P11229; CHO-K1 hM1, Fluo-8 calcium fluorescence, ACh EC20; 0% = ACh EC20, 100% = maximal ACh; activation, % at 3 µM; hit rate 0.088% among 360,000; AID 588819; in the data active = activation above about 19%, passing the limit was not always enough
CHRM4 agonist = agonists of human muscarinic M4 receptor (CHRM4). AID 624127. P08173. activation, % at 3 µM. CHO-K1 hM4/Gqi5, Fluo-8 calcium fluorescence; vehicle 0%, full acetylcholine response 100%. hit rate 0.14% among 360,000;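 active = activation above the run mean over all test wells plus 3 SD, cut at about 32% in these data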;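 also: peak over basal fluorescence ratio per well then scaled between controls; 0% = DMSO wells and 100% = acetylcholine at EC100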
CHRM5 agonist = CHRM5 agonism in calcium assay. P08912. CHO-K1 hM5 cells, Fluo-8 calcium fluorescence; 0% DMSO wells, 100% maximal acetylcholine response. activation, % at 3 µM. hit rate 0.19% among 360,000;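 active = activation above the run's mean over test compounds plus 3 SD, cut at about 23% in these data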;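 also: signal is peak over basal fluorescence ratio across the kinetic read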
M1 antag = blocks human M1 muscarinic receptor | inhibition, % at 3 µM | hit rate 1.3% among 360,000 | CHO-K1 hM1, Fluo-8 calcium fluorescence, ACh EC80 antagonist | AID 588852;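 active = percent inhibition above its own plate's cutoff, namely the mean of that plate's compound wells plus 3 SD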;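 also: peak over basal fluorescence ratio during 140 s after agonist addition; 0% = ACh EC80 plus DMSO and 100% = DMSO alone without agonist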
CHRM5 PAM = potentiates acetylcholine response at human M5 receptor; P08912; hit rate 0.3% among 360,000; AID 624038; CHO-K1 hM5, Fluo-8 calcium, ACh EC20 PAM; 0% = ACh EC20, 100% = ACh EC100; activation, % at 3 µM;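 active = activation above the run cutoff, the mean activation of all test compounds plus 3 SD, cut at about 18% in these data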
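Assay system: CHO-K1 hM5 cells / Incubation: Fluo-8 loading 80 min at 37 °C plus 30 min room temperature / Technique: Fluo-8 calcium dye fluorescence, kinetic read / Repeats: single replicate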
CHRM1 agonist = agonists of human M1 muscarinic receptor; hit rate 0.33% among 360,000; CHO-K1 hM1, Fluo-8 calcium fluorescence, agonist mode; 0% DMSO, 100% acetylcholine EC100; AID 588814; P11229; activation, % at 3 µM;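 active = activation above the run's mean compound activation plus 3 SD, cut at about 16% in these data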;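 also: peak over basal fluorescence ratio within a 140 s kinetic read after compound addition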
An asterisk follows results filed as active; x = no result given. Some of the compounds tested; the hit share may differ from the screen's.

Structure	CHRM1 agonist	M1 antag	M5 antag	CHRM5 PAM	CHRM5 agonist	CHRM1 PAM	CHRM4 agonist	CHRM4 antagonist	TAAR1 agonist
COc1ccc(C(=O)C(/C=N/O)=N/Nc2ccc(F)cc2)cc1	-1	12	-7	-9	9	-10	8	-4	5
Cc1cc[n+](CC(=O)Nc2cccc(C)c2)cc1	-3	-17	15	12	-6	18	0	-9	1
Cc1ccc(N2CC(C(=O)NCc3cccnc3)CC2=O)cc1 (stereo unspecified)	-6	-5	14	-9	-2	2	1	8	2
O=C(NC1CCC(O)CC1)c1ccccc1OCc1ccc(F)cc1 (stereo unspecified)	-1	-9	-2	2	-3	7	3	-14	-3
COc1ccc(-c2cn3cccnc3n2)cc1NC(=O)C1CCCC1	-5	4	5	-1	2	1	0	-3	0
CN(C)Cc1c(OC(=O)c2ccc(N)cc2)ccc2ccccc12	-2	-12	-2	11	0	4	4	-6	13
Cc1c(C(=O)NCc2ccco2)oc2ccc(Br)cc12	-4	-6	-7	1	-6	5	0	-16	-2
CC(C)CCNC(=O)COC(=O)c1cc(Br)c(Br)s1	-5	-8	3	1	0	3	2	-1	11
CCOC(=O)C1CCCN(S(=O)(=O)c2ccc(-n3cnnn3)c(C)c2)C1 (stereo unspecified)	-3	-13	1	-2	1	7	4	5	0
Cc1ccccc1C(=O)Nc1ccc(C(=O)N/N=C/c2ccncc2)cc1	-7	4	5	-4	-1	1	5	1	4
C=CC[n+]1c(/C=C2\C=Cc3cc(C)ccc3N2CC)ccc2ccccc21	3	54*	37*	-15	5	-14	12	33*	14
CC(=O)c1ccccc1NC(=O)COC(=O)CCCN1C(=O)c2cccc3cccc(c23)C1=O	-7	13	10	-7	-3	-2	1	10	0
CC1CCC(NC(=O)c2cccc(S(=O)(=O)N3CCOCC3)c2)CC1 (stereo unspecified)	-3	-4	-2	3	1	3	2	-3	2
COCC(=O)Nc1cccc2ccccc12	-4	-8	-7	1	0	9	0	13	7
O=C1CCCN1CC(O)CS(=O)(=O)c1ccccc1 (stereo unspecified)	-4	-3	3	-3	0	6	0	7	0
O=c1nc(/C=C/c2ccccc2C(F)(F)F)cc(C(F)(F)F)[nH]1	-1	-11	3	8	0	5	-1	5	-1
COc1ccc(NC(=O)C(C)Oc2ccc(/C(C)=N\O)cc2)cc1 (stereo unspecified)	17*	1	-2	-18	27*	-3	9	-13	55*
Cc1nc(C(F)(F)F)ccc1C(=O)Nc1ccc2ccccc2n1	3	-16	7	-1	-3	20	6	-12	0
Cc1cc(NC(=O)c2cc(CC(C)C)on2)no1	-1	2	0	1	2	-4	1	1	0
CCOc1ccccc1NC(=O)c1cc(=O)[nH]c2ccc(S(=O)(=O)N3CCOCC3)cc12	-3	-4	5	2	-3	4	1	-3	2
O=C(O)CCSC1CC(=O)N(c2ccccc2)C1=O (stereo unspecified)	-2	-2	-7	-1	-2	13	1	-9	0
COc1ccc(-c2nonc2NC(=O)c2ccco2)cc1OC	-1	-19	-5	1	-1	15	1	-3	0
CC(C)C[C@H]1CN(CCCC[C@@H]2CNC(=O)C(=O)N2Cc2ccccc2)C(=O)C(=O)N1CCc1ccccc1	x	x	-3	2	-1	x	-1	13	-1
Cc1ccc(-c2nc(CN3CCN(c4cnccn4)CC3)c(C)o2)o1	9	5	5	-3	10	-1	0	-10	-1
Cc1cccc(OCCCN2CCOCC2)c1	7	-1	-3	4	-4	-1	1	-4	1
CC(=O)Nc1nc(C2COc3ccccc3O2)cs1 (stereo unspecified)	-3	3	8	-1	1	-2	2	2	4
CC1CC1C(=O)OCC(=O)NCc1ccccc1Cl (stereo unspecified)	-5	-1	4	-11	-5	3	1	-1	8
CC(C)NC(=O)COc1coc(CN2CCN(C(=O)c3ccco3)CC2)cc1=O	-4	4	8	-7	2	3	1	-16	2
CCOC(=O)CSc1ncccn1	-5	-4	-8	1	-2	3	1	0	-1
c1ccc2c(c1)[nH]c1c(N3CCC4(CC3)OCCO4)ncnc12	2	8	9	-19	8	-6	15	-6	x
COc1ccc(CCC(=O)NCCc2cn3c(C)csc3n2)cc1	-3	-11	3	1	2	12	1	-3	-1
CN1CCN(CCC(=O)N2c3ccccc3Sc3ccc(Cl)cc32)CC1	-7	57*	9	-15	-7	-27	0	21	3
COc1cccc(CC(=O)OCC(=O)N2CCN(c3ccc(F)cc3)CC2)c1	0	-15	2	4	4	9	3	4	0
CC1CN(S(=O)(=O)c2cccc(-c3csc(-c4ccccc4)n3)c2)CC(C)O1 (stereo unspecified)	-4	0	4	-5	-5	-1	-2	17	5
O=C(CCc1ccc(S(=O)(=O)NCCc2ccccc2)cc1)N1CCN(Cc2ccc3c(c2)OCO3)CC1	3	19	21	-25	-3	-16	16	8	31
Cc1cc(=O)oc2cc(NC(=S)NCc3cccnc3)ccc12	-1	0	-1	0	10	3	2	1	5
CC1CCN(C(=O)COC(=O)c2nn(C)c(=O)c3ccccc23)CC1	-1	-12	-6	5	2	8	5	-18	3
O=C(Nc1ccc(Br)cc1Br)c1cccc2c1C(=O)N(C1CCCCC1)C2	-1	-9	5	-3	-3	5	0	12	-1
CC(C)OC(=O)N(C)C[C@@H]1OCc2cnnn2CCCC(=O)N([C@@H](C)CO)C[C@H]1C	-5	-8	-5	7	0	5	1	-9	5
O=C(CSc1ncnc2nc[nH]c12)NCCc1ccccc1	-1	-5	-1	14	-2	4	1	-8	1
CC(C)CCNC(=O)c1c(CSc2ccc(Cl)cc2)noc1C(=O)NCc1ccccc1	-5	-2	18	0	-2	3	2	-5	6
COc1ccc(Cl)cc1NC(=S)N1CCCC1	-7	9	9	-3	-3	-8	1	0	11
CC(C)C[C@H]1COc2cc(N3CCC[C@@H]3CO)ccc2S(=O)(=O)N1	x	x	-7	2	2	x	16	-21	3
O=C(NNS(=O)(=O)c1ccc(Cl)cc1)c1cccc(S(=O)(=O)N2CCOCC2)c1	-3	-22	3	0	0	2	0	10	0
COC(=O)c1ccc(C(=O)O)nc1	-3	-11	7	1	-10	8	1	-7	1
CC1CCC(CN2CCN=C2Nc2ccccc2)CC1 (stereo unspecified)	-11	34*	-2	5	-9	-17	3	3	4
O=[N+]([O-])c1ccccc1S(=O)(=O)NC1CC2CCC1C2 (stereo unspecified)	-9	-7	2	-1	-1	5	1	13	11
COc1ccc(-c2ocnc2C(=O)Nc2ccc(N3CCOCC3)cc2N2CCOCC2)cc1OC	0	7	-2	-2	-1	-2	0	-9	5
Cc1ccc(N(C(=O)C(F)(F)F)C(C(=O)NC2CCCCC2)c2cccs2)cc1 (stereo unspecified)	-5	-25	-1	-4	-2	2	0	-4	14
COc1ccc(-c2cc(C(=O)N/N=C(\C)c3ccco3)c3ccccc3n2)c(OC)c1	0	-11	9	3	-1	18	1	-3	1
Cc1ccc(S(=O)(=O)c2nnn3c2nc(N2CCOCC2)c2ccccc23)cc1	-2	0	8	-4	2	2	0	-1	0
Cc1ccc(S(=O)(=O)Nc2c(C)n(C)n(-c3ccccc3)c2=O)cc1C(=O)NCc1ccccc1	-5	3	16	-7	0	-2	1	-1	0
Cn1c(CNc2nc(-c3ccccc3)cs2)nnc1SCC(=O)OC1CCCCC1	-5	-13	-10	-3	-3	11	3	-1	8
COc1nc(NCCc2ccc(OC)c(OC)c2)nc(NC(C)(C)CO)n1	-4	-3	1	0	1	6	6	10	10
COc1ccc(N2CCN(CC(=O)c3ccc(O)c(C)c3O)CC2)cc1	-2	-2	-3	0	-2	3	2	-7	2
Cc1ccc(OCC(=O)N(Cc2ccc(C)o2)C2CCS(=O)(=O)C2)cc1 (stereo unspecified)	-2	-1	9	-4	-4	5	2	9	2

Some entries already given with just CHRM4 agonist, M5 antag and CHRM5 agonist:
mol	CHRM4 agonist	M5 antag	CHRM5 agonist
COc1ccc(C(=O)C(/C=N/O)=N/Nc2ccc(F)cc2)cc1	8	-7	9
Cc1cc[n+](CC(=O)Nc2cccc(C)c2)cc1	0	15	-6
Cc1ccc(N2CC(C(=O)NCc3cccnc3)CC2=O)cc1 (stereo unspecified)	1	14	-2

The results go on:
Structure	CHRM1 agonist	M1 antag	M5 antag	CHRM5 PAM	CHRM5 agonist	CHRM1 PAM	CHRM4 agonist	CHRM4 antagonist	TAAR1 agonist
CN(C)C(=O)c1c([N+](=O)[O-])ncn1C	4	0	7	0	2	14	1	1	1
O=c1ccc(-c2ccccc2)nn1Cc1ccccc1F	-2	16	16	-6	-3	-7	6	-5	7
CC(c1ccccc1)N1CC(C(=O)N2CCCC(C(N)=O)C2)CC1=O (stereo unspecified)	-3	26	3	-1	0	-9	0	7	0
C=CCC[C@H](Cc1ccc(F)cc1)C(=O)OC[C@@H](Cc1c[nH]c2ccccc12)NC(=O)[C@@H](CC=C)CC(=O)N[C@@H](CO)Cc1ccccc1	-1	-5	1	5	3	4	5	4	5
O=C(Nc1ccccc1N1CCCCC1)c1ccco1	-3	-6	-3	1	-4	2	-2	7	12
COCC(C)NC(=O)c1cc(OC)cc(OC)c1 (stereo unspecified)	-5	-14	13	-2	-1	13	2	-4	1
CN(C)c1ccc(-c2csc(C(C)(O)c3cccc(F)c3)n2)cc1 (stereo unspecified)	-4	5	14	-8	0	-6	7	-2	-1
COc1ccc(NC(=O)c2ccccc2NC(=O)C2CCCO2)cc1 (stereo unspecified)	-3	10	6	-3	1	-3	0	6	8
CCC(C)NC(=O)CN(c1cc(Cl)ccc1OC)S(C)(=O)=O (stereo unspecified)	-4	-6	1	-1	0	9	1	-8	1
Cc1ccccc1-n1c(=O)cc(N2CCc3ccccc32)[nH]c1=O	-1	-18	2	7	2	9	0	9	1
CC1CCCC(C)N1C(=O)COC(=O)c1cc(S(=O)(=O)N2CCOCC2)ccc1Cl (stereo unspecified)	-3	-10	4	-1	2	7	2	-7	14
CC(=O)Nc1cccc(-c2ccnc3c2CC(C(=O)NCc2ccc(N4CCN(C)CC4)cc2)O3)c1 (stereo unspecified)	-8	-18	1	3	0	6	2	-4	2
Cc1[nH]c2ccccc2c1C(=O)CSc1ccccn1	1	3	2	0	5	6	4	3	3
O=C(Nc1ccc(NC(=O)c2ccccc2O)cc1)Nc1ccc(F)cc1F	-3	-3	6	-13	4	3	7	0	19
CCN(CCCNC(=O)CCn1c(=S)[nH]c2cc3c(cc2c1=O)OCO3)c1cccc(C)c1	-4	25	21	-7	-2	-9	0	1	1
O=C(c1ccc(CNS(=O)(=O)c2cccc(C(F)(F)F)c2)cc1)N1CCOCC1	0	-2	4	-3	5	1	1	8	10
C=CCn1c(SCC(=O)O)nc2sc(CC)cc2c1=O	-7	6	-6	1	1	-3	0	5	8
CCn1nnnc1SCC(=O)c1cc(OC)ccc1OC	-5	0	-9	4	0	0	0	-4	11

Assay outcomes (PubChem)
